HP1b binding inh – HP1-beta chromodomain-methylated histone interaction inhibition. Potency, µM (series often up to 114 µM), for the others: top-dose activity change, negative = inhibition, actives largely listed as inhibitors. AlphaScreen HP1-beta / biotin-H3K9me3 peptide binding. 390,000 compounds, 0.56% hits. P83916. AID 540317; further: potency means the concentration at half of the fitted maximal effect; nearly all actives have a fitted effect of over 70% in size; inactives centre near 23
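Compound inhibition of the preformed complex between 50 nM HP1-beta and 50 nM biotinylated H3K9me3 peptide was read by AlphaScreen. Buffer was PBS pH 7.4 with 0.01% Tween-20. Incubations ran 30 min at room temperature, with 10 ug/mL donor/acceptor beads.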
12-LOX inh – inhibitors of human 12S-lipoxygenase ALOX12; purified 12hLO, xylenol orange hydroperoxide absorbance; Potency, µM (series often up to 108 µM), for the others: at the top dose activity change, negative = inhibition, actives largely listed as inhibitors; 580,000 compounds, 1.1% hits; further: potency means the concentration at half of the fitted maximal effect; on the % scale 0 is the no-effect control and ±100 the full control effect
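Purified human 12hLO at 150 nM in 25 mM Hepes, 0.01% Triton X-100, pH 7.0, preincubated 15 min at room temperature with compound. Reaction started with 40 uM arachidonic acid, 30 min at room temperature. Hydroperoxide measured by Fe-xylenol orange, 573/405 nm absorbance ratio.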
PI4K2A block – PI4K2A (human) kinase inhibition; activity change, negative = inhibition, % at 76.9 µM; purified PI4K2A, ADP-Glo luminescence, 1 h; hits give low values; 420,000 compounds, 0.13% hits; Q9BTU6; in the data active means activity change below about -50%; inconclusive means mostly about -30% to -49%;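 further: -100% = wells without enzyme as full effect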
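In this quantitative HTS, ADP production by PI4K2A was quantified luminescently after 1 h at ambient temperature; 100 microM adenosine served as plate-quality control.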
JMJD2A Tudor inh – inhibitors of human JMJD2A Tudor domain; O75164; AlphaScreen JMJD2A-Tudor / H3K4me3 peptide binding; Potency, µM (titrated, usually from 114 µM), for the others: top-dose activity change, negative = inhibition, actives largely listed as inhibitors; 390,000 compounds, 4.4% hits; AID 504339; further: potency means the concentration at half of the fitted maximal effect; on the % scale 0 is the no-effect control and ±100 the full control effect; nearly all actives have a fitted effect of over 50% in size
RGS4 inh – human RGS4 inhibition. P49798. Transcreener GDP fluorescence polarization, RGS4-accelerated GTP hydrolysis. Potency, µM (series often up to 114 µM), inactives show top-dose activity change, negative = inhibition, actives largely listed as inhibitors. 390,000 compounds, 0.039% hits. AID 504845; further: potency means the concentration at half of the fitted maximal effect; on the % scale 0 is the no-effect control and ±100 the full control effect; nearly all actives have a fitted effect of over 75% in size; some results filed as inactive show a strong effect at the top dose
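MLSMR compounds (23 nl, pin-transferred) preincubated 10 min at room temperature with a 500nM (2x) first reagent, then RGS4 at 900nM (2x) plus Transcreener GDP mix added; fluorescence polarization (620/688 nm) read before and after 90 min at 30 °C.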
G9a block – G9a (human) methyltransferase inhibition; Q96KQ7; G9a H3K9 monomethylation, AlphaScreen, 2 h; Potency, µM (titrated, usually from 102 µM), for inactives: at the highest dose activity, negative = inhibition, actives largely listed as inhibitors; 350,000 compounds, 8.8% hits; AID 504332; further: potency means the concentration at half of the fitted maximal effect; on the % scale 0 is the no-effect control and ±100 the full control effect; nearly all actives have a fitted effect of over 75% in size
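Step 1: enzyme (final 20 nM) with compound, 15 min RT. Step 2: substrate peptide 500 nM and SAM 20 uM, 2 h RT. Step 3: anti-H3K9me1 antibody and AlphaScreen beads, 10 min, then plate read.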
GLS inh – inhibitors of human glutaminase (GLS); O94925; GLS enzymatic activity, qHTS titration; Potency, µM (doses to about 45.5 µM), for inactives: top-dose activity change, negative = inhibition, most hits filed as inhibitors; 410,000 compounds, 0.21% hits; AID 624170; further: potency means the concentration at half of the fitted maximal effect; on the % scale 0 is the no-effect control and ±100 the full control effect
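Coupled fluorescence readout: glutamate oxidase/HRP/Amplex Red detect glutamate formed by hKGA from L-glutamine (1 mM solution added). Buffer 45 mM KH2PO4 pH 8.2, 0.02% Tween-20; reads at t0 and 30 min RT.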
BAZ2B block – inhibitors of human BAZ2B bromodomain. AID 504333. Q9UIF8. Potency, µM (series often up to 114 µM), inactives show top-dose activity change, negative = inhibition, most hits filed as inhibitors. AlphaScreen BAZ2B-H3K14Ac peptide displacement. 360,000 compounds, 4.4% hits; further: potency means the concentration at half of the fitted maximal effect; on the % scale 0 is the no-effect control and ±100 the full control effect; nearly all actives have a fitted effect of over 60% in size
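AlphaScreen displacement: compounds (up to 110uM) incubated 30 min at room temperature with a preformed 50 nM BAZ2B/50 nM biotinylated H3K14Ac peptide complex in PBS pH 7.4 with Tween-20. Donor and acceptor beads at 10 ug/mL final added, 20 min light-protected before reading.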
ERG Ets-DNA blk – ERG Ets/DNA interaction inhibition; fluorescence polarization, His-ERG Ets domain / labelled DNA; P11308; Potency, µM (titrated, usually from 76.9 µM), for inactives: at the top dose FP activity, negative = inhibition, most hits filed as inhibitors; 370,000 compounds, 0.028% hits; active means well fitted inhibition curve with a large enough effect in the polarisation, with a control signal flat; inconclusive means small, poorly fitted or top-dose-only effect, or effect the other way, or a change in a side signal; inactive means no such curve, though single readings can be large or run the other way; the % refers to the polarisation;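 further: polarization taken with two DNA probes labelled with fluorescein and Texas red; potency means the concentration at half of the fitted maximal effect; % of control where 0% means no effect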
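His-tagged ERG Ets domain (1 uM in the protein solution; 300mM KCl, 50mM Tris-HCl, 1mM EDTA, 1mM DTT, pH 7.5) received compound, then a probe mix of 5 nM fluorescein-DNA and 100nM Texas-615-DNA. Fluorescence polarization was read for both dyes.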
Starred values were filed as active, the others as inactive; i = inactive; ? = inconclusive; · = no result given; & = joins results of further samples; [ ] = dose if it differs, or a comment. Unless noted, the call rests on the fitted dose curve; in most records, active means well fitted curve in the direction sought with a large enough effect; inconclusive means small, poorly fitted or top-dose-only effect, or another doubt; inactive means no such curve, though single readings can be large; an effect the other way counts as inactive or inconclusive. This is a subset (hit frequency here may not be typical).

SMILES	HP1b binding inh	12-LOX inh	PI4K2A block	JMJD2A Tudor inh	RGS4 inh	G9a block	GLS inh	BAZ2B block	ERG Ets-DNA blk
CC(C)(C)n1nnnc1C(c1cccs1)N1CCN(Cc2ccccc2)CC1 (stereo unspecified)	9%	-27%	-1	-31%	15%	-42%[12.7 µM]	23%	-11%	·
c1coc(C2OCC3(CO2)COC(c2ccco2)OC3)c1 (stereo unspecified)	18%	3%	-4	-21%	13%	5%	-7%	-2%	-9%
O=C1CCc2cc(NS(=O)(=O)c3ccc([N+](=O)[O-])cc3)cc3c2N1CCC3	15%	?	7	-12%	-14%	35µM*	22%	-31%	18%
CC(C)CNC(=O)NC(=O)COC(=O)C1CSC2(c3ccc(F)cc3)CCC(=O)N12 (stereo unspecified)	-11%	-6%	-3	-12%	4%	-30%	1%	-20%	-14%
COc1ccc2[nH]c(=O)c(CN(CCO)S(=O)(=O)c3ccc(C)cc3)cc2c1	18%	-3%	2	-15%	5%	·	4%	-7%	-6%
COc1ccc(C(=O)NCC(c2ccco2)S(=O)(=O)c2cccs2)cc1OC (stereo unspecified)	47%[activator]	-21%	-3	-9%	-21%	-28%[59 µM]	5%	-4%	14%
O=C(CN1CCCCC1)Nc1ccc(NC(=O)c2ccc(Cl)cc2)cc1Cl	39%	0%	2	-21%[57.1 µM]	6%[56.9 µM]	23%[0.0925 µM]	0%	-11%	-5%
COc1ccc([N+](=O)[O-])cc1NC(=O)C(C)Sc1ccccc1 (stereo unspecified)	13%	-13%	-2	-15%	2%	10%[59 µM]	7%	-2%	6%
S=C(Nc1ccc(Cl)cc1)NC1CC2CCCC(C1)N2C1CC1 (stereo unspecified)	14%	-11%	-1	-12%	-7%	-45%[59 µM]	-20%	-19%	·
CC(C)(C)OC(=O)CC[C@@H](C(=O)N1CCN(C(=O)OC(C)(C)C)CC1)n1cc(C(Cc2ccc(O)cc2)NC(=O)OC(C)(C)C)nn1 (stereo partly specified)	22%	-12%	0	-20%	-9%	9%[12.7 µM]	12%	-4%	5%
COc1ccc(S(=O)(=O)N(C)Cc2ccc3c(c2)OCCO3)cc1	73%[activator]	140%[activator]	4	-4%	1%	-7%[12.7 µM]	-10%	11%	3%
CN=Cc1sc2ccccc2c1O	14%	-27%	-4	-23%	-11%	50µM*	13%	-37%	·
COc1ccccc1NC(=O)CSc1nc2[nH]ncc2c(=O)[nH]1	42%[activator]	-13%	-3	-4%	-4%	-21%	-20%	-4%	3%
COC(=O)c1cc(C(C)=O)n2ccccc12	-6%	0%	-7	-18%[11.4 µM]	-10%[11.4 µM]	1%[59 µM]	-8%	50µM*	0%
O=C(c1cc(-c2ccccc2Cl)nc2ccc(Br)cc12)N1CCN(c2ccccn2)CC1	25%	?	-1	-20%	-29%	·	-10%	·	8%
O=C1NCCN(CC2CCN(CCC3CCCC3)CC2)C1=O	20%	4%	-1	?	8%	·	4%	·	3%
CCCN(CCC)CC(=O)NCC1(c2ccccc2)CCOCC1	38%[activator]	0%	5	-15%[57.1 µM]	17%	22%[59 µM]	14%	0%	1%
CC(O)(CS(=O)(=O)Cc1ccccc1Cl)C(=O)Nc1cccc(C(F)(F)F)c1 (stereo unspecified)	32%[activator]	-27%	-3	-4%	2%	3%	-7%	-3%	3%
CCn1c(SCC(=O)NC2=NCCS2)nnc1C(C)NC(=O)c1ccccc1F (stereo unspecified)	16%	?	-12	1%	32%	6%	2%	-1%	2%
O=C(CSCc1ccccc1Br)Nc1ccccc1	51%[activator]	0%	-1	17%	-17%	·	-4%	11%	4%
CN=c1scc(-c2ccccc2F)n1/N=C/c1ccc[nH]1	40µM*	-22%	-1	50µM*	-16%	18µM*	7%	32µM*	28%
COc1cc2c(cc1OC)CN(C(=O)c1sccc1C)CC2	14%	0%	-4	-7%	-11%	-34%	-1%	1%	5%
COCCN=C1N[C@@H](c2cccc(C(F)(F)F)c2)C(C(=O)OC)=C(C)N1Cc1ccccc1	2%	?	1	?	7%	?	-8%	-11%	3%
COc1ccc(S(=O)(=O)N2CCN(C(=S)Nc3ccc(S(N)(=O)=O)cc3)CC2)cc1	11%	59%[activator]	5	-22%	-15%	79µM*	12%	-27%	-3%
COc1cccc(CNC(=O)C(=O)NCCc2ccc(OC)c(OC)c2)c1	20%	-7%	0	-3%	-22%	-8%[59 µM]	-2%	7%	2%

Shown with the structure last: part of the list above
HP1b binding inh | 12-LOX inh | PI4K2A block | JMJD2A Tudor inh | RGS4 inh | G9a block | GLS inh | BAZ2B block | ERG Ets-DNA blk | compound
16% | ? | -12 | 1% | 32% | 6% | 2% | -1% | 2% | CCn1c(SCC(=O)NC2=NCCS2)nnc1C(C)NC(=O)c1ccccc1F (stereo unspecified)
51%[activator] | 0% | -1 | 17% | -17% | · | -4% | 11% | 4% | O=C(CSCc1ccccc1Br)Nc1ccccc1

Further results.
SMILES	HP1b binding inh	12-LOX inh	PI4K2A block	JMJD2A Tudor inh	RGS4 inh	G9a block	GLS inh	BAZ2B block	ERG Ets-DNA blk
O=C(NCCN1CCCC1)c1ccc(Cn2c(=S)[nH]c3cc4c(cc3c2=O)OCO4)cc1	20%	?	-12	40µM*	-52%	?	-5%	-34%	2%
CCc1ccc2c(c1)c1nnc(NN)nc1n2C	17%	i	2	-20%	-1%	?	0%	-31%	-1%
CCOc1ccccc1NC(=O)CSc1nc2ccccc2c(=O)n1CC1CCCO1 (stereo unspecified)	-1%	2%	-13	-8%[57.1 µM]	-20%	4.5µM*	?	1%	0%
CCOc1ccc(NS(=O)(=O)c2cc(C(=O)N(CC)CC(=O)NCc3cccs3)ccc2C)cc1	-1%	-16%	-4	-19%	-13%	-32%	21%	-2%	-5%
COCCn1c(SCC(=O)c2ccccc2)nc2c(c1=O)SC(C)C2 (stereo unspecified)	14%	8%	1	-18%	4%	?	4%	-12%	·
Cc1ccc2c(c1)C(=O)C(=O)N2CCOc1ccccc1	?	95%[activator]	30	?	-28%	45µM*	-14%	?	0%
Cc1ccc(C)c(N2CCN(CCCNC(=O)Cn3c(-c4cccs4)cc4ccccc43)CC2)c1	16%	3%	-1	?	-17%	?	7%	35µM*	4%
CC1CCN(S(=O)(=O)c2ccc3c(c2)C(=NO)c2cc(S(=O)(=O)N4CCC(C)CC4)ccc2-3)CC1	24%	i	12	-11%	10%	13%	-5%	-4%[57.1 µM]	0%
C=CCN(C(=O)c1ccc(Cl)cc1)c1ccccc1C(=O)NCC(=O)O	23%	-29%	8	3%	-7%	-32%	-5%	-10%	7%
COc1ccc(-c2nc(=S)n3ccsc3n2)cc1OC	26%	-5%	-3	-9%	-7%	?	-10%	-13%	7%
CC(=O)Nc1ccc(S(=O)(=O)NC2(C(F)(F)F)N=C(c3ccccc3)NC2=O)cc1 (stereo unspecified)	26%	13%	5	-8%	40%	-41%[12.7 µM]	-3%	-4%	-4%
O=C(Cn1ncc(Cl)c(Cl)c1=O)NC1CCCCC1	38%	18%	-2	-1%	-30%	1%[2.33 µM]	-1%	-21%	-1%
COc1ccc(-c2cc(=O)c3c(O)cc(O)cc3o2)cc1	26%	-16%	-3	-11%	-26%	-2%[59 µM]	14%	9%	0%
Cc1nc(N2CCN(Cc3ccccc3)CC2)nc2c1CCC2	12%	-1%	-1	-20%	16%	-30%	0%	-23%	1%
CS(=O)(=O)N(CC(=O)NCc1ccccc1)C1CCCCC1	31%	-17%	5	6%	-34%	?	-4%	-1%	10%
COc1ccc2[nH]c3c(c2c1)CCN1C(=O)C(CC(=O)NCc2ccco2)C[C@H](C(=O)N2CCOCC2)[C@@]31C (stereo partly specified)	5%	-29%	-2	-26%	-6%	·	11%	·	-1%
Cc1ccc(CNC(=O)c2cccc(-n3cnc4cccnc43)c2)cc1	48%[activator]	-9%	-2	5%	-11%	-2%[59 µM]	5%	-3%	0%
COCCN=C1N[C@@H](c2ccc(Br)cc2)C(C(=O)OC)=C(C)N1Cc1ccccc1	14%	-24%	-2	-16%	1%	19%[12.7 µM]	15%	-37%&-12%	-5%
Cc1cc(=O)[nH]c2c(C)cc(S(=O)(=O)Nc3ccc(O)cc3)cc12	20%	11%	-4	-10%	3%	·	36%[activator]	5%	1%
N/C(=N\O)c1ccc(NC(=O)c2cccs2)cc1	32%	0%	2	-9%[57.1 µM]	5%	5%	30%	20%	-8%
COc1ccc(CC(=O)Nc2nc(-c3cccc([N+](=O)[O-])c3)cs2)cc1	13%	-26%	4	-4%	12%	?	5%	0%	-3%
COc1ccc(-c2cc3cc(-c4cc(OC)c(OC)c(OC)c4)ccc3o2)cc1	30%[activator]	16%	4	-25%	-1%	3%[0.501 µM]	-9%	9%	1%
CCNc1cc(Cl)nc(SC)n1	40%[activator]	0%	-2	13%[57.1 µM]	-6%[11.4 µM]	86%[activator][59 µM]	-9%	-29%	0%
OCCN1CCN(CC(O)COCCOc2ccc(Br)cc2)CC1 (stereo unspecified)	?	-4%	-3	18µM*	?	-13%[59 µM]	-19%	20%	0%
C=CCn1cccc(C(=O)Nc2ccc(C)cc2)c1=O	43%[activator]	?	-6	-6%	-20%	13%	-3%	12%	-3%
COc1cc(C)cc(CN2CCC(Cc3ccccc3)CC2)c1O	-11%	0%	4	?	-51%	-10%[2.33 µM]	18%	-26%	10%

High-throughput results deposited in PubChem by National Center for Advancing Translational Sciences (NCATS).
